High-throughput results: PubChem BioAssay, several laboratories
HDAC3 inh = inhibitors of human histone deacetylase 3; inhibition, % at 8.3 µM; AID 2718; recombinant HDAC3, fluorogenic peptide/trypsin coupled, fluorescence; O15379; 0.15% of 320,000 active; in the data active = inhibition above about 26%, passing the limit was not always enough; inconclusive = no clear call, values can overlap the other calls
SKKanGAS inh = SKKanGAS growth inhibition; S. pyogenes SKKanGAS, kanamycin growth, BacTiter-Glo, 6 h; inhibition, % at 7.5 µM; 1.3% of 300,000 active; AID 1662;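 active = mean replicate score, as percent of positive control median, at least 50; inconclusive = mean below 50 but one replicate at or above 50; inactive = mean and every replicate below 50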;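 also: strain carries kanamycin resistance gene driven by streptokinase promoter and grows in 40 µg/ml kanamycin; loss of luminescence reflects streptokinase promoter inhibition or plain growth inhibition; 0% = median of DMSO wells and 100% = positive control at its reference dose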
RGS4 pot = potentiators or activators of RGS4 | HEK293 M3R/inducible RGS4, carbachol calcium flux Fluo4; stronger effect = lower value | B-score at 10 µM | 0.92% of 310,000 active | AID 463111;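 active = B-score of the integrated calcium signal more than 4 SD below the library mean, with starting fluorescence not abnormally high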;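 also: negative B-score means reduced calcium response which marks RGS4 activation or potentiation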
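System – HEK293 FlpIn-TREx cells, stable M3R, doxycycline-inducible RGS4 · Reagent – ECmax carbachol challenge · Times – compound preincubation 20 min at room temperature before agonist · Technique – Fluo4 fluorescence kinetic imaging of calcium · Measure – B score of integrated Fluo4 ratio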
KCNQ1 pot = human KCNQ1 channel potentiation or activation; 0.35% of 310,000 active; P51787; B-score at 10 µM; CHO-K1 KCNQ1, thallium flux FluxOR fluorescence; stronger effect = higher value;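 active = fluorescence ratio B-score, a plate-corrected score, at least three library SD, with initial intensity B-score within 5 SD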
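Assay system: CHO-K1 cells stably expressing KCNQ1. Medium: assay buffer for compound exposure, DMSO matched across wells. Timing: 37 °C overnight plating, 90-min dark dye load, 20-min compound pretreatment. Signal: kinetic FluxOR fluorescence, 10 s baseline plus 110 s post-stimulus.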
KCNQ1 block = blocks the human KCNQ1 potassium channel | P51787 | CHO-K1 KCNQ1, FluxOR thallium flux fluorescence; stronger effect = higher value | B-score at 10 µM | 1.3% of 310,000 active;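 active = compounds whose thallium flux B-score, printed positive for inhibition, exceeds three library SD while starting fluorescence stays within three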;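 also: channel opened by potassium depolarization with thallium stimulus after 20 min compound exposure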
KCNK9 block = blocks the human KCNK9 two-pore domain potassium channel. B-score at 10 µM. AID 488922. HEK293 KCNK9, FluxOR thallium flux fluorescence; stronger effect = lower value. 1.2% of 310,000 active. Q9NPC2;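 active = ratio B-score over 3 SD below the library mean, with starting fluorescence within 5 SD of its mean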;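 also: negative B-score means less thallium flux so channel inhibition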
ANO1 activ = activates or potentiates the mouse TMEM16A chloride channel; Q8BHY3; HEK293 TMEM16A/YFP-H148Q/I152L, iodide quench fluorescence; stronger effect = lower value; B-score at 10 µM; 0.3% of 340,000 active; AID 623877;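 active = fluorescence-ratio B-score plate-corrected deviation score at least 3 library SD below zero, with starting fluorescence score within 5 deviations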;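 also: channel opened by trigger with iodide after compound preincubation; score built on the fluorescence ratio of max minus min over baseline; more negative score means more quench and so TMEM16A activation or potentiation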
RGS4 block = inhibitors of human RGS4; P49798; HEK293 M3R/RGS4 inducible, Fluo-4 calcium flux; stronger effect = higher value; triggered by carbachol at its EC20; B-score at 10 µM; 0.45% of 310,000 active;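 active = B-score, a plate-corrected calcium signal, over three deviations above library mean, with baseline fluorescence within five deviations of library mean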;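 also: RGS4 expression induced by doxycycline in cells with stable M3 receptor; B-score is computed from the integrated fluorescence ratio over baseline after carbachol; higher B-score means a larger calcium signal and so more RGS4 inhibition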
KCNK3 block = human KCNK3 channel inhibition, primary screen | CHO-KCNK3 thallium flux, FluxOR fluorescence; stronger effect = lower value | 0.84% of 340,000 active | AID 602410 | B-score at 10 µM;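 active = B-score under library mean minus 4 SD, starting fluorescence ratio at most library mean plus 5 SD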;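 also: more negative B-score means stronger inhibition of thallium flux through KCNK3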
TMEM16A inh = mouse TMEM16A channel inhibition, primary screen. AID 588511. normalized B-score (activity score, 25-100; higher = stronger inhibition) at 10 µM. 1.2% of 310,000 active. HEK293 TMEM16A/YFP iodide influx fluorescence, ionomycin. Q8BHY3;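 active = ratio plate-corrected score three or more library SD toward inhibition, starting fluorescence score within five deviations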;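 also: score derived from kinetic fluorescence span divided by baseline fluorescence per well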
hERG protect = hERG (human) protection from proarrhythmic block; Q12809; CHO-hERG, FluxOR thallium flux, dofetilide IC70 present; activation (rescue from dofetilide block), less the hit threshold, % at 10 µM; 0.51% of 310,000 active; AID 1511;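 active = activation above the mean of controls blocked by dofetilide plus 5 SD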;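 also: thallium influx through hERG after potassium depolarization seen as dye fluorescence rise; in these data hits start at about 4.7%; inactives centre near -7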
Target sequence (Q12809 whole entry, looked up): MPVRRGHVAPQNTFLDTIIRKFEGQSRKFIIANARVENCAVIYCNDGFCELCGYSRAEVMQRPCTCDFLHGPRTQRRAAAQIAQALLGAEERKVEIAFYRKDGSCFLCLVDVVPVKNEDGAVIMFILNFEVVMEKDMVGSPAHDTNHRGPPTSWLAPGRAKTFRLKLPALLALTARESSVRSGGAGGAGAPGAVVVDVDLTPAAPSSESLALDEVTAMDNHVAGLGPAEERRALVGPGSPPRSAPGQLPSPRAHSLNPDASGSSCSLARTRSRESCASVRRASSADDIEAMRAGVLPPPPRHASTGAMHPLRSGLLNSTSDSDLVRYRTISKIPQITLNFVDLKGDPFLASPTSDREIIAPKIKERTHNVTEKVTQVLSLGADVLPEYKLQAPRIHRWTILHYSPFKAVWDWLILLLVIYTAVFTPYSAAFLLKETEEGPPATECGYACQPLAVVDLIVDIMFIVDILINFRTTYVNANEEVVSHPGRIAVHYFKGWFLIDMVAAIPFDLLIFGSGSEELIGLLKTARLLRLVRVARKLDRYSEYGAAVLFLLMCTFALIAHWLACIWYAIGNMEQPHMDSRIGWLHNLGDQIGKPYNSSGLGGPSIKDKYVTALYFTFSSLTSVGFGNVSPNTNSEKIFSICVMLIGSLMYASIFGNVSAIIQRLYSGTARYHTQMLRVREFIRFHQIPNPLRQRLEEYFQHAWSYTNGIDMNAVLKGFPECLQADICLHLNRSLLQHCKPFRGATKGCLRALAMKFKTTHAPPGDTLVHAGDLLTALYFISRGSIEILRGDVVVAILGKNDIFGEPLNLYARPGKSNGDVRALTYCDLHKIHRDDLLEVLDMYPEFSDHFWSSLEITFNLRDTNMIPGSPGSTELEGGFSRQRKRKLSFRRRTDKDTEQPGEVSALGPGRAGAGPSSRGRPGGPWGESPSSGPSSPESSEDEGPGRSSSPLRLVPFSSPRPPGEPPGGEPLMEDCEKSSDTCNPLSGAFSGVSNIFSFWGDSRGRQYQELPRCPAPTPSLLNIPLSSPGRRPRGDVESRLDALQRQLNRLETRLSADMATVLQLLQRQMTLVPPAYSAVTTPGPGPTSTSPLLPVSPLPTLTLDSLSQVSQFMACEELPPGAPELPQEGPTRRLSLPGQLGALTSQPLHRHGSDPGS
* hit, by the source's call; i = inactive; ? = inconclusive; . = not tested or not shown.

SMILES,ANO1 activ,RGS4 pot,RGS4 block,HDAC3 inh,KCNK9 block,hERG protect,KCNQ1 block,TMEM16A inh,KCNK3 block,KCNQ1 pot,SKKanGAS inh
CCNc1nc(NCC)n2c(SC(C(=O)Nc3cc(C)ccc3OC)c3ccccc3)nnc2n1 (stereo not given),i,i,i,.,i,-16.4,i,i,i,i,2.0
CC1(C)Cc2c(c(-c3ccco3)nc3sc4c(NCC5CCCO5)ncnc4c23)CO1 (stereo not given),i,i,i,0.2,i,-12.1,i,i,i,i,14.3
CSCCC(NC(=O)c1ccccc1Br)C(=O)NCC(C)(C)N1CCOCC1 (stereo not given),i,i,i,-10.7,i,-7.3,i,i,i,i,-3.7
Cn1ccs/c1=N\S(=O)(=O)c1ccc(C(C)(C)C)cc1,i,i,i,-2.6,i,-8.6,i,i,i,i,-4.0
O=C(NC1CCCCC1)c1ccc(S(=O)(=O)N2CCCC2)cc1,i,i,i,2.4,i,-7.1,i,i,i,i,-1.3
CC(C)N(CC#CCC(O)(c1ccccc1)c1ccccc1)C(C)C,i,i,i,-1.5,i,-11.2,i,i,i,i,0.4
O=C(C[n+]1cc(Br)cc2ccccc21)c1ccc(Br)cc1,i,i,i,2.8,i,-14.0,i,i,i,i,-4.0
CCOc1ccc(CCNS(=O)(=O)c2ccc3c(c2)oc(=O)n3C)cc1OCC,i,i,i,2.2,i,-11.0,i,i,i,i,-0.2
CC(/C=N/NC(=O)c1ccccc1C)=C\c1ccccc1,i,i,i,9.6,i,-6.8,i,i,i,i,-1.8
O=C(N[C@@H](Cc1ccccc1)c1nc2ccccc2[nH]1)c1cc([N+](=O)[O-])ccc1Cl,i,i,i,.,i,-8.5,i,i,i,i,8.7
COc1cc(/C=N/NC(=O)c2cc(-c3cccc(Br)c3)nc3ccccc23)cc(OC)c1O,i,i,i,?,i,-6.0,i,i,i,i,19.8
COc1ccc(C(=O)NNC(=O)CCC(=O)Nc2cc(C)on2)cc1,i,i,i,0.4,i,-8.0,i,i,i,i,1.7
Cc1ccc(C)c(-n2nnnc2Sc2nc([N+](=O)[O-])nn2C)c1,i,i,i,.,i,-11.7,i,i,i,i,-4.5
COc1cccc(CN(C)C(=O)C(Cc2ccccc2)NC(=O)c2ccccc2)c1OC (stereo not given),i,i,i,0.1,i,-27.9,i,i,i,i,-14.1
CC1CN(C2CCN(C(=O)COc3ccc(Cl)cc3)CC2)CC(C)O1 (stereo not given),i,i,i,-3.6,i,-3.0,i,i,i,i,2.1
CCC(C)NS(=O)(=O)c1ccc(NC(=O)c2ccc([N+](=O)[O-])cc2Cl)cc1 (stereo not given),i,i,i,6.7,i,-12.6,i,i,i,i,-4.0
COc1ccc(C(C)=O)cc1COC(=O)Cc1n[nH]c(=O)c2ccccc12,i,i,i,-3.4,i,-15.2,i,i,i,i,-3.1
OCc1ccccc1CNCc1ccccc1,i,i,i,0.9,i,-3.0,i,i,i,i,-0.4
CC(C)=CC(=O)N1CC[C@@H](N2CCN(c3ccccc3F)CC2)[C@H](O)C1,i,i,i,1.7,i,-4.3,i,i,i,i,0.4
CC1(C(O)(C#CC[N+]2(C)CCCCC2)c2ccccc2)CCCC1 (stereo not given),i,-15.5*,i,6.0,i,-3.2,i,i,i,i,0.9
Cc1ccc(C(c2nnnn2CCc2ccccc2)N2CCC(C)CC2)cc1 (stereo not given),i,i,i,11.7,i,-9.6,i,i,i,i,7.6
Cc1[nH]nc(SCC(=O)NC(C)c2ccccc2)c1[N+](=O)[O-] (stereo not given),i,i,i,2.9,i,-3.9,i,i,i,i,0.9
CC(=O)c1c(C)oc2ccc(N(C(C)=O)S(=O)(=O)c3ccc(Cl)c([N+](=O)[O-])c3)cc12,i,i,i,-1.0,i,-4.3,i,i,i,i,9.4
CC(=O)c1cc(-c2ccccc2)n(CC(=O)N2CCCC2)c1C,i,i,i,0.4,i,-6.2,i,i,i,i,-2.4
CCCn1nc(NS(=O)(=O)c2ccccc2)c2cc3ccccc3nc21,i,i,i,4.8,i,-4.7,i,i,i,i,8.5
CC(C)n1c(=S)[nH]c2ccccc21,i,i,i,2.0,i,-2.2,i,i,i,i,4.4
Cc1sc2ncnc(N3CCC(C(=O)NNC(=O)c4ccc(Cl)cc4)CC3)c2c1C,i,i,i,4.9,i,-14.8,i,i,i,i,-1.8
O=C(Nc1nccs1)c1ccc(Cl)nc1,.,i,i,-3.1,i,-1.3,i,i,i,i,1.7
CC1(C)Cc2ccccc2C(=C(C#N)C#N)N1,i,i,i,5.0,i,-8.4,i,i,i,i,17.3
CCOC(=O)NC(CC(=O)O)c1ccc(OC)c(OC)c1 (stereo not given),i,i,i,-4.0,i,-9.4,i,i,i,i,-5.0
Cc1ccc(Cl)cc1N1CCN(S(=O)(=O)c2c(C)noc2C)CC1,i,i,i,14.1,i,-1.8,6*,i,i,i,-2.9
COCCn1c(-c2ccco2)nc2nc3ccccc3nc21,i,i,i,-41.7,i,-9.5,i,i,i,i,6.8
O=C(Cc1ccc(Cl)cc1Cl)NCc1cccnc1,i,i,i,-3.9,i,-1.2,i,i,i,i,-0.4
Cc1ccccc1OCc1nnc(SCC(=O)N2c3ccccc3Sc3ccc(Cl)cc32)o1,i,i,i,-7.1,i,-9.5,i,i,i,i,-1.2
N/C(CCS(=O)(=O)c1ccc(Cl)cc1)=N\OC(=O)c1ccccc1Cl,i,i,i,14.7,i,-9.9,i,i,i,i,-4.0
O=C(CC(Nc1cccc(Cl)c1Cl)C(=O)OCC(=O)c1cccs1)c1ccccc1 (stereo not given),i,i,i,3.4,i,-6.9,i,i,i,i,5.0
O=C(CS(=O)(=O)Cc1ccccc1)Nc1ccc2c(c1)OCO2,i,i,i,7.7,i,-13.8,i,i,i,i,0.7
CC1CCC(NC(=O)c2ccc3nc[nH]c3c2)CC1 (stereo not given),i,i,i,1.2,i,-4.3,i,i,i,i,4.4
O=C(NCc1ccccc1)C1CCN(C(=O)Cc2ccccc2)CC1,i,i,i,-2.7,i,-6.1,i,i,i,i,-2.2
COC(=O)c1sccc1-n1cc(C#N)c(=O)n(C)c1=O,i,i,i,-1.6,i,-5.2,i,i,i,i,-15.8
O=C(CCn1c(=S)[nH]c2ccccc2c1=O)NCC1CCCO1 (stereo not given),i,i,i,-2.0,i,-7.2,i,i,i,i,0.7
CCOC(=O)c1cc(CC)sc1NC(=O)c1ccc(N2CCOCC2)c([N+](=O)[O-])c1,i,i,i,-4.4,i,-5.2,i,i,i,i,1.6
Cn1cc(CN2C[C@]3(C)C[C@H]2CC(C)(C)C3)c(-c2ccc3c(c2)OCCO3)n1,i,-8.94*,i,3.7,i,-2.2,i,i,i,i,5.3
CCCCNC(=O)[C@H](Cc1c[nH]c2ccccc12)NC(=O)c1ccccc1Cl,i,i,i,-5.4,i,-7.8,i,i,i,i,3.9
Cc1ccccc1OCC(=O)Nc1ccc(N2CCN(C(=O)c3ccco3)CC2)cc1,i,i,i,-1.4,i,-7.5,i,i,i,i,3.4
COc1cc(-c2nnc(COC(=O)CSc3cc(C)c4ccccc4n3)o2)cc(OC)c1OC,i,i,i,3.5,i,-10.9,i,i,i,i,-24.4
COc1ccccc1OCc1nnc(SCC(=O)N2CCCCC2)n1-c1ccccc1,i,i,i,5.1,i,-5.2,i,i,i,i,0.8
COC(=O)c1cc(S(=O)(=O)NCc2ccccc2OC)cn1C,i,i,i,0.9,i,-5.4,i,i,i,i,-5.1
COc1cc(NC(=O)c2cc3cccc(OC)c3o2)cc(C(=O)Nc2cccc(C(F)(F)F)c2)c1,i,-8.21*,i,-0.7,i,-25.5,7*,i,i,i,7.0
O=C(NC1=NCCS1)C12CC3CC(CC(C3)C1)C2,i,i,i,-2.4,i,-12.4,i,i,i,i,34.2
COc1ccc(OCc2nnc3n2N=C(c2ccc(Br)cc2)CS3)cc1,i,i,i,2.0,i,-5.9,i,i,i,i,2.6
CCNC(=S)N/N=C(\C)c1cccc(C(F)(F)F)c1,i,i,i,0.6,i,-13.0,i,i,i,i,.
COCC(=O)N(Cc1ccco1)c1nnc(C2CCOC2)s1 (stereo not given),i,i,i,2.8,i,4.5,i,i,i,i,-7.1
O=C(CN1CCCC1)Nc1cccc(Cl)c1Cl,i,i,i,1.6,i,-6.8,i,i,i,i,6.5
Cc1c(C)n(Cc2ccccc2)c2ncnc(NN)c12,i,i,i,0.5,i,-5.8,i,i,i,i,16.4
Nc1nc2ccc(C(=O)N3CCCCC3)cc2s1,i,i,i,-1.1,i,-10.8,i,i,i,i,0.9
O=C(CCN1C(=O)c2ccncc2C1=O)Nc1cc(F)ccc1F,i,i,i,2.9,i,-12.3,i,i,i,i,3.5
COc1ccc(CCNC(=O)C/C(C)=N/NC(=O)Cc2cccc3ccccc23)cc1OC,i,i,i,7.2,i,-3.6,i,i,i,i,-1.9
COCCC(=O)N1CCC(Oc2ccc(C(=O)NCCCC3CCCC3)cc2)CC1,i,i,i,-0.1,i,-7.5,i,i,i,i,-14.5
COc1ccccc1N(C)S(=O)(=O)c1ccc(C(=O)NCC(C)C)cc1,i,i,i,-1.5,i,-13.4,i,i,i,i,-2.0

Next part:
SMILES,ANO1 activ,RGS4 pot,RGS4 block,HDAC3 inh,KCNK9 block,hERG protect,KCNQ1 block,TMEM16A inh,KCNK3 block,KCNQ1 pot,SKKanGAS inh
Cc1ncc(CN2CCCC(C(=O)Nc3ccc(-c4cccc(F)c4)cc3)C2)n1C (stereo not given),i,i,i,0.4,i,-19.9,i,i,i,i,-14.5
COc1ccc(CC(=O)NNS(=O)(=O)c2ccccc2[N+](=O)[O-])cc1OC,i,i,i,-1.7,i,-1.1,i,i,i,i,0.0
O=C(CSc1oc(-c2cccs2)nc1S(=O)(=O)c1ccc(F)cc1)NCC1CCCO1 (stereo not given),i,i,i,-5.7,i,-16.2,i,i,i,i,0.4
O=C(Cn1ncc2c3ccccc3n(Cc3ccccc3)c2c1=O)NCCCN1CCOCC1,i,i,i,4.1,i,-4.8,i,i,i,i,-14.1
